PDI inh: inhibitors of human protein disulfide isomerase. AID 588391. 350,000 tested, 0.052% active. inhibition, % at 10 µM. PDI insulin aggregation turbidity, A650, 90 min. P07237;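 active = mean inhibition across replicates of 30% or more, whatever share of single replicates reach that level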;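 note: absorbance from insulin aggregation driven by PDI reduction with DTT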
Target sequence (P07237 whole entry, looked up): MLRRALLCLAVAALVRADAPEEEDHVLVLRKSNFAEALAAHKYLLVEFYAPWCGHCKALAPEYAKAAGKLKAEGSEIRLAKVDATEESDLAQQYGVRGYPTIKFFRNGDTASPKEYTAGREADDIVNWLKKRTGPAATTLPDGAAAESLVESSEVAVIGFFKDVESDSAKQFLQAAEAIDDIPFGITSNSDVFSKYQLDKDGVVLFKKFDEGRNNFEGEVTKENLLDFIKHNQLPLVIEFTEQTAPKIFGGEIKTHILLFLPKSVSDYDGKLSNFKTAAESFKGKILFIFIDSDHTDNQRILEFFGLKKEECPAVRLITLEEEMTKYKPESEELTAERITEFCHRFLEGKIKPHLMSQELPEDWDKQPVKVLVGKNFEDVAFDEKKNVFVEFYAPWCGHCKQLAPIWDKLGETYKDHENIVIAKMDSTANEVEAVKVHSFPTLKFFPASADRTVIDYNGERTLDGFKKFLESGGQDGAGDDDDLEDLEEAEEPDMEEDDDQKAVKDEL
aDG glyco act: increases alpha dystroglycan glycosylation; AID 624168; 360,000 tested, 0.22% active; activation, % at 10 µM; Pro5-aDG cells, alpha-DG glycosylation AlphaScreen (IIH6); 0% Pro5, 100% B10-LARGE cell signal;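 active = activation of at least 8% versus controls, or a plate z-score of at least 8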;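 note: Pro5 are CHO cells carrying HIG-tagged alpha-DG that lacks glycosylation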
m5-HT2A agonist: activates the mouse 5-HT2A serotonin receptor | activation, % at 7.6 µM | 360,000 tested, 0.66% active | AID 624169 | P35363 | CHO-K1 mHTR2A beta-arrestin complementation, luminescence; percent of 30 µM serotonin response;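 active = activation above a run cutoff, the mean activation of all tested compounds plus 3 SD, cut at about 14% in these data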;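 note: 0% = plate median of compound wells and 100% = 30 µM serotonin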
Target sequence (P35363 whole entry, looked up): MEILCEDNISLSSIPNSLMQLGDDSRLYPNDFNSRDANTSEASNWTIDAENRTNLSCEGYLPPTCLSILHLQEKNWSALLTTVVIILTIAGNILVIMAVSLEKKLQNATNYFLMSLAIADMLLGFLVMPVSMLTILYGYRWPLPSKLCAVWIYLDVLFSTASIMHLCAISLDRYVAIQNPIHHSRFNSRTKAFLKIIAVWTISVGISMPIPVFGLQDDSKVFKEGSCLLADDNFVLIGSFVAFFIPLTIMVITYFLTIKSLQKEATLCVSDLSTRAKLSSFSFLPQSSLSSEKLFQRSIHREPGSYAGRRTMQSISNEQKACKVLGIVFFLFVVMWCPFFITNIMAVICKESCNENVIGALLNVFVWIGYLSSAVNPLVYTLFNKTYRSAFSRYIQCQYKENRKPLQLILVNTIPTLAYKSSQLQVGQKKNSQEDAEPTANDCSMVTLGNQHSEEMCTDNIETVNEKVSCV
Exocytosis inh: blocks lytic granule exocytosis; TALL-104 LAMP-1 surface exposure, flow cytometry; cells stimulated with thapsigargin and PMA; inhibition, % at 10 µM; 360,000 tested, 0.66% active;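 active = inhibition above about 55%, limit read from the data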
CaV13 ICDI inh: Disruptors of the CACNA1D IQ motif to Ca2+-dependent inactivation inhibitor domain association, primary screening, Förster resonance energy transfer in intact living …; HEK cells, CFP/YFP FRET ICDI-IQ, plate reader, 10 min; percent FRET-ratio fall versus neutral wells; inhibition, % at 12.3 µM; 340,000 tested, 0.098% active; AID 743397;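 active = mean replicate inhibition of at least 30% and at least 1% of replicates passing that level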;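 note: 0% = median of the neutral control wells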
Cardio protect: myocardial damage modulation in H9c2 cells. H9c2 cardiomyocytes, H2O2 injury protection, ATPLite, 2 h. 360,000 tested, 0.63% active. protection from H2O2 cell death, % at 20 µM;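 active = compounds giving at least 50% protection of heart cells from peroxide-induced death in the single-dose screen, raw or plate-pattern-corrected value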;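 note: 0% = DMSO wells with peroxide and 100% = DMSO wells without peroxide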
ABCB6 inh 2: human ABCB6 transporter inhibition; Q9NP58; fluorescence ratio to DMSO, % at 10 µM; AID 602162; 360,000 tested, 0.19% active; K562-ABCB6 porphyrin accumulation, flow cytometry, 1 h; active compounds read low;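 active = fluorescence ratio to DMSO below 75%, the collection mean minus 3 SD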;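 note: signal is porphyrin accumulated inside mitochondria; 100% equals median channel fluorescence of DMSO control wells; lower ratio means ABCB6 inhibition with less porphyrin fluorescence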
hiPSC survival: increases survival of single human iPS cells; hiPSC single-cell survival, ATPlite luminescence; 100% = ROCK inhibitor wells, 0% = DMSO; survival enhancement, % at 20 µM; 360,000 tested, 0.044% active; AID 602274; in the data active = survival enhancement above about 18%;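 note: cells exposed to compounds for 16 hours before the ATP read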
Vif inh: HIV Vif inhibition; HEK293T cells, Vif self-association by quenched fluorescence, imaging, 24 h; inhibition, % at 7.49 µM; 340,000 tested, 0.35% active; AID 602346; in the data active = inhibition above about 50%, passing the limit was not always enough; note: some results filed as inactive read as strong as hits
N-glyco inh: blocks N-linked glycosylation in D54 reporter cells; D54 ERlucT glycosylation luciferase reporter, 24 h; percent of 100 nM tunicamycin response; reporter increase, % at 12.5 µM; 360,000 tested, 0.23% active;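 active = mean luciferase reporter signal, scaled so untreated is 0 and the glycosylation-blocking control 100, at or above a set limit in every replicate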;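 note: luciferase carries N-glycosylation sites so blocking glycosylation raises the light; 0% = median of neutral control wells and 100% = median of 100 nM tunicamycin wells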
An asterisk follows results filed as active; / = no result given. Not a hit list. About 3.1% of those tested had a hit in this group.

Results follow in this order: N-glyco inh	PDI inh	Exocytosis inh	Vif inh	hiPSC survival	m5-HT2A agonist	Cardio protect	ABCB6 inh 2	aDG glyco act	CaV13 ICDI inh
O=C(/C=C\NCC(=O)c1ccccc1)c1ccc(F)cc1
  0	-2	-2	16	3.4	-1	20	102	0.2	-4
Cc1cc2oc(C(=O)NCCc3ccc(S(N)(=O)=O)cc3)c(C)c2cc1C
  0	0	-1	2	1.1	-6	2	94	1.0	-1
OC1CN=C2Sc3ccccc3N2C1 (centres undefined)
  2	21	-1	0	1.6	4	5	88	0.1	-6
O=C(CCN1CCC(c2ccccc2)C1)c1cccs1 (centres undefined)
  -4	-1	13	0	-2.0	-2	-18	104	1.4	-5
Cc1cc2c(N=O)c(NO)ccc2[nH]1
  11	-24	0	54*	-2.0	0	57*	101	0.8	/
Nc1ccc(CC(N)c2csc(Nc3cc(Oc4ccccc4)ncn3)n2)cc1 (centres undefined)
  -8	-2	8	5	-4.4	-2	8	100	1.0	-4
CCOc1ccc(NC(=O)C2C3CC/C=C\CCC32)cc1 (centres undefined)
  -3	5	-1	-1	0.3	-4	-2	95	0.4	-5
CC(=O)N1[C@@H]2CC3C4CC=C5C[C@@H](O)CC[C@]5(C)C4CC[C@]3(C)[C@@]21C(C)=O (some centres undefined)
  3	1	-4	4	0.1	4	-1	102	-0.1	-5
COc1ccc(NC(=O)C2c3ccccc3OCC(=O)N2C2CC2)cc1 (centres undefined)
  /	/	-13	/	-0.8	0	/	96	0.0	-2
CCOC(=O)c1c(Nc2nc(C)c(C(=O)NC)s2)sc(C)c1C
  1	1	-2	-4	-0.4	-1	8	112	0.0	-2
COC(=O)c1sccc1NC(=O)c1ccc(Br)o1
  -1	-5	-5	-8	3.4	0	12	100	-0.1	/
Cc1ccc(C)c(C(C)NC(=O)Cc2cccs2)c1 (centres undefined)
  -1	8	0	7	0.8	7	-5	97	-0.1	-9
Cc1ccc(NS(=O)(=O)c2ccc3c(c2)NC(=O)CCS3)c(Br)c1
  0	-1	3	-5	0.2	0	1	102	-0.1	-14
Cc1cc(C)nc(SCc2nnc(SCc3ccc([N+](=O)[O-])cc3)n2Cc2ccco2)n1
  -3	-4	-1	2	0.8	3	4	89	1.3	-15
COc1cc(NS(=O)(=O)N2CCCC2)cc(OC)c1OC
  3	7	-1	-1	2.1	-5	6	97	0.1	-6
Cc1ccc(/C=N/N2CCOCC2)s1
  -1	-9	-2	-1	0.4	-2	16	95	1.4	-5
Cc1csc(NC(=O)CSc2ncn(-c3ccccc3)n2)n1
  0	4	0	20	-2.3	21*	20	102	0.3	-4
O=C(Cc1ccc(NC(=O)C2CCCN(C(=O)C3CCC3)C2)cc1)Nc1cccc(C(=O)N2CCCCC2)c1 (centres undefined)
  -1	-5	-2	-4	0.8	5	-7	101	0.0	-6
COc1ccc(S(=O)(=O)N2CCSC2)cc1C
  3	1	-1	10	0.5	9	-5	101	-0.2	-3
COc1ccc(CNC(=O)CN(C(=O)CCC(=O)Nc2ccccn2)c2cc(C)ccc2C)cc1
  2	18	12	-2	-0.6	4	9	95	0.1	-4
O=C(NNc1c2ccccc2nc2ccccc12)C(O)c1ccccc1 (centres undefined)
  2	0	2	1	-0.5	-8	0	95	-0.2	-1
N#Cc1c(C(F)(F)F)cc(C2CC2)[nH]c1=O
  1	-3	2	7	-1.0	2	0	98	-0.3	-6
CC1(C)Cc2c(sc(NC(=O)c3ccccc3Cl)c2C(=O)O)CO1
  -2	7	1	21	-0.8	-2	10	103	-0.1	-4
CCCC(=O)Nc1nc2ccc(NC(=O)c3ccc(Br)o3)cc2s1
  1	-1	0	3	-2.3	3	73*	96	0.2	-7
CCOc1cccc(OCCCCn2cnc3ccccc3c2=O)c1
  -1	3	-2	-5	-0.6	-2	-1	98	0.1	0
CS(=O)c1ccccc1-c1nc(-c2cc(C(F)(F)F)cc(C(F)(F)F)c2)no1 (centres undefined)
  1	2	0	-2	-0.9	0	-11	103	0.1	0
CCOC(=O)C1CCN(C(=O)c2cc(C(C)(C)C)nn2Cc2ccccc2)CC1
  -3	3	2	-7	1.3	-2	3	97	0.0	-12
O=C(C[n+]1cc(-c2ccc(Br)cc2)n2c1CCCCC2)c1ccccc1
  -2	0	1	-3	3.1	-5	-14	99	-0.3	-7
CCOc1ccc(CCN2C(=O)C3C4C=CC(C4)C3C2=O)cc1OCC (centres undefined)
  -1	/	11	-3	0.4	3	2	100	-0.1	17
O=C(Nc1ccc2c(c1)OCCO2)C1CCCN(S(=O)(=O)c2cccc3nsnc23)C1 (centres undefined)
  1	-9	1	-5	4.8	4	6	101	0.0	-8

Records above marked active in m5-HT2A agonist.
| SMILES | N-glyco inh | PDI inh | Exocytosis inh | Vif inh | m5-HT2A agonist | ABCB6 inh 2 | aDG glyco act | CaV13 ICDI inh |
| --- | --- | --- | --- | --- | --- | --- | --- | --- |
| Cc1csc(NC(=O)CSc2ncn(-c3ccccc3)n2)n1 | 0 | 4 | 0 | 20 | 21* | 102 | 0.3 | -4 |

Further compounds:
Results follow in this order: N-glyco inh	PDI inh	Exocytosis inh	Vif inh	hiPSC survival	m5-HT2A agonist	Cardio protect	ABCB6 inh 2	aDG glyco act	CaV13 ICDI inh
Cc1ccc(C)c(OCc2nnc(NC(=O)c3ccc4c(c3)OCO4)s2)c1
  1	-12	1	1	1.0	7	-3	101	-0.2	-14
CC(C)(C)c1ccc(C(=O)N2CCC(NC(=O)c3ccccc3)CC2)cc1
  -1	10	14	-4	0.1	-4	0	98	-0.2	-18
COc1ccc(NC(=O)c2ccc(Cl)c(S(=O)(=O)N3CC(C)OC(C)C3)c2)cn1 (centres undefined)
  3	1	0	-1	0.0	-4	-4	96	0.4	-5
COCCCN1C(=O)c2[nH]nc(-c3cc(C)cc(C)c3O)c2C1c1ccc(O)c(OC)c1 (centres undefined)
  1	12	1	7	0.4	1	5	91	0.1	-6
CC(C)NCCOc1cccc(Br)c1
  2	17	2	56*	-2.2	-1	4	90	0.8	-5
CC1C(c2ccccc2)OCCN1C(=S)NC(=O)c1ccccc1 (centres undefined)
  -1	-1	27	3	-1.1	6	17	96	0.0	-6
O=C(c1ccc2nc(-c3ccco3)c(-c3ccco3)nc2c1)N1CCN(c2ncccn2)CC1
  0	6	-1	-5	-0.3	-1	23	102	-0.3	-6
COc1cc(/C=C/C(=O)OCC(=O)NCc2ccccc2OC)ccc1O
  0	0	-2	13	1.5	10	5	92	-0.2	-6
CN1CCN(C(=O)C2CCCN(S(=O)(=O)c3ccccc3)C2)CC1 (centres undefined)
  1	-2	-1	-7	-0.1	-1	2	101	0.1	-6
CCc1cccc(CN2CCC(CNC(=O)Nc3ccc(Cl)cc3)CC2)c1
  -2	8	5	-3	-0.6	0	-2	96	1.2	6
CN1CCn2cnc(C(=O)NCC(=O)OC(C)(C)C)c2C1=O
  0	-1	1	0	1.6	-2	7	98	-0.2	-7
CC1=NN(c2ccccc2C)C(=O)C1
  0	2	-6	1	1.5	0	-6	102	0.1	-6
Cc1ccccc1-n1c(SCc2ccccn2)nc2n[nH]c(C)c2c1=N
  -2	-1	2	-1	6.0	2	-10	91	0.0	-1
CS(=O)(=O)c1ccc2nc(NC(=O)Oc3ccccc3)sc2c1
  0	-8	3	-6	-1.0	3	7	105	-0.3	-5
COc1ccc(-c2noc(CCC(=O)N3CCN(c4ccccc4)CC3)n2)cc1
  0	-6	11	-1	-0.4	1	3	93	0.0	-5
CCOC(=O)N1CCN(S(=O)(=O)c2ccc3[nH]cc(C(=O)O)c(=O)c3c2)CC1
  -1	-4	-2	3	-0.1	-2	5	98	-0.2	/
O=C(Cc1cc(=O)[nH]c(=O)[nH]1)NCC1CCCO1 (centres undefined)
  2	2	-3	16	2.0	-8	-1	101	-0.1	-7
Cc1csc(NC(=O)CSc2ncc(-c3ccccc3)[nH]2)n1
  1	-8	-1	-11	-1.1	-4	1	89	-0.2	-3
Cn1nnnc1SCC(=O)NNC(=O)c1ccc(Br)cc1
  -1	-3	0	3	0.0	7	7	86	-0.4	-4
CC(NC(=O)COc1ccccc1)C(=O)NCc1ccc(S(N)(=O)=O)cc1 (centres undefined)
  0	-3	4	5	1.9	10	-1	101	-0.2	-6
CCn1c(=O)cc(SCC(=O)NCc2ccc3c(c2)OCO3)c2ccccc21
  3	-11	-4	3	-1.6	7	9	91	0.2	-7
O=C(NNc1nc2ccccc2s1)Nc1ccc(Cl)c(Cl)c1
  1	9	5	1	-0.8	1	-8	99	0.1	-3
CCOC(=O)C1CCCN(CC(O)COC(c2ccccc2)c2ccccc2)C1 (centres undefined)
  -2	-1	18	-27	0.1	-8	3	99	0.1	-4
O=C(CCNC(=O)c1ccccc1)NCCCc1ccccc1
  -1	2	-6	2	0.1	-2	12	97	-0.2	-3
CC(C)c1ccc(S(=O)(=O)N2CCN(C(=O)C3=COCCO3)CC2)cc1
  0	18	2	-2	1.0	-3	-4	96	0.3	-4
CCC(C)NC(=O)CN1C(=O)CSc2ccc(S(=O)(=O)N3CCCC3)cc21 (centres undefined)
  1	1	4	5	0.4	2	0	100	-0.4	-5
CSc1ccc(S(=O)(=O)N2CCC(C(=O)NCc3ccncc3)CC2)cc1
  -2	0	-16	-6	-0.7	0	0	99	0.1	-3
CC(C)=C1C(=O)NN(c2ccc(C)c(Cl)c2)C1=O
  1	8	10	/	-1.1	-1	-8	94	-0.1	-5
CCC(C)c1ccccc1N1CC(C(=O)N2CCN(c3ccccc3)CC2)CC1=O (centres undefined)
  -2	9	1	-1	-0.5	4	-3	100	0.3	-7
Cc1ccc(CN2C(=O)CSc3ccc(C(=O)NCCN4CCOCC4)cc32)cc1
  0	-5	0	-4	-0.4	-7	25	99	-0.1	/
Cc1cc2nc(-c3ccc(Cl)cc3)c(Cc3ccsc3)n2c(C)c1Br
  /	/	5	/	-0.9	14	/	130	0.1	-5
CCCN1C2CCCC1CC(NC(=O)Nc1ccc(C(C)C)cc1)C2 (centres undefined)
  -2	10	-1	0	-1.5	-5	8	96	0.6	-5
C=CCOc1ccc(Br)cc1/C=C1/SC(=Nc2ccc(C(=O)O)cc2)NC1=O
  1	-17	3	12	-1.4	5	0	99	0.1	-9
Cc1cc(C)c(NC(=O)CNC(=O)COC(=O)Cc2ccccc2C)c(C)c1
  1	7	4	-1	1.9	-4	0	100	0.2	-2
Cc1ccc(C=NNc2ccc([N+](=O)[O-])cn2)cc1
  -9	13	2	-3	3.8	-5	-5	96	0.2	-11
COc1ccccc1N1CCN(C2CCCN(C(=O)c3cc(C4CC4)on3)C2)CC1 (centres undefined)
  -1	-9	-3	-4	-0.2	-11	-3	103	-0.3	-2
CCN(Cc1ccccc1)c1ccc(/C=N/NS(=O)(=O)c2ccc(C)c([N+](=O)[O-])c2)cc1
  -4	-4	14	4	-1.3	-1	-1	96	-0.1	-15
Cc1cc2nc(-c3ccc(Cl)cc3)c(CC(C)(C)C)n2c(C)c1Br
  -4	/	6	/	1.2	-1	-5	97	-0.1	-6
O=C(c1ccccc1)N1CCN(CCc2ccccn2)CC1
  1	-13	-11	15	-0.3	-7	1	97	-0.1	-7
